DAX1 inh-1: DAX1 (NR0B1) inhibitors, primary screen, cell-based, HEK293, Gal4-DAX1, luciferase luminescence; Nuclear receptor subfamily 0 group B member 1 (Homo sapiens), P51843; 0.99% of 340,000 active; inhibition, % at 6.75 µM; AID 504766, 2011; HEK293 Gal4-DAX1 luciferase reporter;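 active means inhibition above the mean over all tested compounds plus 3 SD, cut at about 4.2% in these data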;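 further: 0% = DAX1-transfected cells with DMSO and 100% = empty-vector control cells with DMSO; inhibition shows as a rise in luminescence from relieved DAX1 repression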
Target sequence (P51843 207-470 limits assumed): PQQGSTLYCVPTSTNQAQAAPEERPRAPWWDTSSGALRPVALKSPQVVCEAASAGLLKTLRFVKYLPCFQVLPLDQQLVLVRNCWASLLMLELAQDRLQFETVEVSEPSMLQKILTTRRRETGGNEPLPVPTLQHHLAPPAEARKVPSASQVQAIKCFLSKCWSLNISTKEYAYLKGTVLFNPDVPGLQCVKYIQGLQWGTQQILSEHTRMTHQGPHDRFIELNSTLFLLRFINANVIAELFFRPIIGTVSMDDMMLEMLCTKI
ADAM17 inh: ADAM17 inhibitors, primary screen, biochemical, QFRET; recombinant ADAM17, EDANS/DABCYL FRET peptide cleavage; inhibition, % at 6.95 µM; 0.83% of 370,000 active; AID 720648, 2013;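 active means inhibition above the mean of compounds lying between control limits plus 3 SD, set per campaign, cut at about 8.5% in these data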;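 further: 0% = DMSO-only wells as the low control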
Target sequence (P78536 215-824 limits assumed): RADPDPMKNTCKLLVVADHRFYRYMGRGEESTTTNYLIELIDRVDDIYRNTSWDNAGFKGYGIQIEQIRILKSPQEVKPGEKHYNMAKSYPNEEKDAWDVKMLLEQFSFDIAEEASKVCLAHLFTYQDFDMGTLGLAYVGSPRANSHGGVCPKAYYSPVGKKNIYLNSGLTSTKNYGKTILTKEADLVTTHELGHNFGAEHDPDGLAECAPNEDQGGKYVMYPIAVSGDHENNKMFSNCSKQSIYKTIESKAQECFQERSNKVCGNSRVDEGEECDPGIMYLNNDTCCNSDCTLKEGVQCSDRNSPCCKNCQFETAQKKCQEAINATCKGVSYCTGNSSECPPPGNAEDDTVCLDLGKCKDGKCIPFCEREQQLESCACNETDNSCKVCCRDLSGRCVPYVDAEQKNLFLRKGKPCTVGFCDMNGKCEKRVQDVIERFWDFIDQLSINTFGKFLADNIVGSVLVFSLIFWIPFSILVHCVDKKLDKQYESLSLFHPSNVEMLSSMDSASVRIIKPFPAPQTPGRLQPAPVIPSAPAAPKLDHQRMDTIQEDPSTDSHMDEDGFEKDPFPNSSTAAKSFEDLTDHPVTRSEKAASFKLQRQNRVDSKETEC
ssDAF-12 act: S. stercoralis DAF-12 nuclear receptor activators, primary screen, cell-based, luminescence, HEK293, GRIP1 co-expression, lit1-tk-luc; Nuclear hormone receptor DAF-12 (Strongyloides stercoralis); activation, % at 6.8 µM; HEK293 ssDAF-12/GRIP1 lit1-tk-luc reporter; % of 3 µM dafachronic acid response; 1% of 370,000 active;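 active means activation above the mean over all tested compounds plus 3 SD, cut at about 0.9% in these data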;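 further: 0% = DMSO-only wells and 100% = 3 µM delta7-dafachronic acid wells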
GC-A act: GC-A stimulated cGMP production enhancers – HEK293 GC-A cells, cGMP TR-FRET, EC30 ANP, primary screen; Atrial natriuretic peptide receptor 1 (Homo sapiens), P16066; 0% at EC30 ANP, 100% saturating ANP; activation, % at 10 µM; 0.14% of 370,000 active; AID 1671463, 2021; in the data active means activation above about 40%
GAA850 FXN act: FXN promoter activators, primary screen, cell-based, luciferase luminescence, HEK293 lucGAA850; HEK293 lucGAA850 FXN promoter luciferase reporter, 24 h; percent of 10 µM SAHA response; activation, % at 6 µM; 0.56% of 360,000 active; AID 540364, 2011;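 active means activation above the average of all compounds screened plus 3 SD, cutoff fixed separately per campaign, cut at about 7.5% in these data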;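 further: 0% = DMSO wells and 100% = 10 µM SAHA wells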
hcDAF-12 act: H. contortus DAF-12 nuclear receptor activators, primary screen, cell-based, luminescence, HEK293, lit1-tk-luc reporter; HEK293 hcDAF-12 lit1-tk-luc reporter; 0% DMSO, 100% Δ7-dafachronic acid; activation, % at 6.8 µM; 1.4% of 370,000 active; AID 652067, 2013;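 active means activation above the mean of all tested compounds plus 3 SD, cut at about 5.5% in these data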;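 further: 100% = response to 3 µM Δ7-dafachronic acid high control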
PG9 Ab binder: binders of HIV-1 gp120 antibody PG9, primary screen, biochemical, TR-FRET | TR-FRET gp120-PG9 antibody binding | inhibition, % at 6.7 µM | 0.43% of 360,000 active; in the data active means inhibition above about 8.5%
DAX1 inh-2: DAX1 (NR0B1) inhibitors on StAR promoter, primary screen, cell-based, luminescence, SF-1 (NR5A1), full-length DAX-1 | AID 652010, 2013 | 1.1% of 370,000 active | HEK293T StAR-luciferase reporter, SF-1/DAX-1 repression relief | inhibition, % at 6.8 µM;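 active means inhibition above the mean over all tested compounds plus 3 SD, cut at about 3.6% in these data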;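 further: 0% = DAX-1 cells with DMSO and 100% = cells lacking DAX-1 with DMSO; higher inhibition means more luminescence from relief of DAX-1 repression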
hgDAF12 agonist: H. glycines DAF-12 receptor agonists, primary screen, cell-based, luminescence, HEK293, GAL4 fusion, UAS-luciferase; HEK293 GAL4-hgDAF12 UAS-luciferase reporter, agonist luminescence; normalized to butyrate control; AID 687014, 2013; activation, % at 6.8 µM; 1.8% of 370,000 active;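 active means activation above a cutoff set at the mean of all screened compounds plus 3 SD, cut at about 10% in these data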;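 further: 0% = DMSO wells and 100% = sodium butyrate wells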
ADAM10 inh: human ADAM10 inhibitors, primary screen, biochemical, QFRET, HTS | Disintegrin and metalloproteinase domain-containing protein 10 (Homo sapiens), O14672 | recombinant ADAM10, EDANS/DABCYL FRET peptide cleavage, 3 h | inhibition, % at 7 µM | 0.62% of 370,000 active;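 active means inhibition above a per-campaign cutoff equal to the mean of compounds falling between control-based bounds plus 3 SD, cut at about 20% in these data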;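 further: 0% = DMSO wells while the 100% control is not disclosed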
SMARCA2 activ: SMARCA2 (BRM) function activators, primary screen, cell-based, luminescence, high throughput | MG213 cells, MMTV-luciferase reporter, dexamethasone, overnight | activation, % at 9.1 µM | 1% of 370,000 active | AID 652017, 2013; in the data active means activation above about 7.8%;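 further: 0% = vehicle wells and 100% = reference activator wells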
* = called active by the depositor; i = inactive; . = no result given.

SMILES | DAX1 inh-1 | ADAM17 inh | ssDAF-12 act | GC-A act | GAA850 FXN act | hcDAF-12 act | PG9 Ab binder | DAX1 inh-2 | hgDAF12 agonist | ADAM10 inh | SMARCA2 activ
Cc1cccc2c1ncc1c(=O)n(-c3ccccc3)[nH]c12 | 1.6 | 2 | 0.2 | 0 | 3.5 | 2.7 | -1.8 | 2.4 | 8.2 | 5 | 12*
COc1cccc(-n2c(SCC(=O)NC3CC3)nc3ccccc3c2=O)c1 | 1.0 | -1 | -1.4 | 3 | -0.4 | -1.1 | -1.8 | -1.0 | 1.1 | 3 | 1
Cc1ccc(Cn2cc(CN3[C@H](CC(C)C)COc4cc(Br)ccc4S3(=O)=O)nn2)cc1 | . | 0 | -0.1 | 5 | . | 0.5 | . | 0.8 | -1.3 | 5 | 6
CC1CCN(S(=O)(=O)CCNC(=O)c2ccc(F)cc2)CC1 | -1.1 | -3 | -1.0 | -5 | 1.3 | 0.9 | -2.9 | 0.2 | 1.0 | -3 | 2
CN(C)C(=O)CCC(=O)N1CCCC(C(=O)c2ccc(C(F)(F)F)cc2)C1 (stereo not given) | 3.4 | -4 | -1.6 | 3 | -0.3 | -1.2 | -1.7 | -0.6 | 4.3 | -6 | 0
COC(=O)c1cc2sc(Cl)cc2n1Cc1nc(-c2ccccc2)oc1C | -0.7 | -4 | 0.1 | -2 | 1.9 | -0.1 | -0.6 | 0.8 | 0.4 | -10 | 1
Cc1cc[n+](-c2[nH]c(=O)sc2/C=N/NC([S-])=Nc2ccccc2)cc1 | 1.0 | -1 | -0.7 | -4 | 3.0 | 0.3 | -4.6 | 0.2 | 2.7 | -1 | -2
CCOC(=O)C1CCN(c2ncnc3c2c(-c2ccccc2)cn3-c2ccc(C)cc2)CC1 | -0.4 | -6 | -1.6 | 4 | 0.3 | 0.6 | -1.4 | -0.6 | -2.1 | -3 | 2
CN1/C(=C/C2CC(=O)N(c3cccc4ccccc34)C2=O)C(C)(C)c2ccccc21 (stereo not given) | 0.3 | -9 | -0.9 | 1 | -2.1 | -1.2 | -1.4 | 0.0 | -3.1 | -21 | -4
CC(C)(C)NC(=O)CN(C(=O)CNS(=O)(=O)c1ccccc1)c1ccc2c(c1)OCCO2 | -0.1 | 4 | -1.6 | 3 | 1.2 | -1.0 | -2.3 | -0.3 | -1.3 | 2 | 0
COc1ccc(-c2cc(C(=O)N3CCOCC3)c3cc(C)ccc3n2)cc1 | -0.2 | i | -0.7 | 5 | 1.7 | -0.3 | 1.3 | -1.0 | 1.1 | i | -1
C[C@H]1CC[C@]2(O[C@@H](CCO)C[C@H](O)[C@H]2O)O1 | 1.3 | -6 | -1.3 | 3 | 0.3 | -1.5 | -0.1 | -0.1 | -0.6 | -5 | 2
COc1cccc(N/C=C/C(=O)c2ccc(Br)cc2)c1 | 1.8 | -2 | -0.3 | 13 | 3.8 | 4.3 | -2.7 | 4.4* | 11* | -2 | 3
CC1(C)Cc2cccc(OCC(=O)Nc3cccnc3)c2O1 | 0.9 | -8 | -1.1 | 0 | 0.1 | -1.9 | 0.3 | -0.4 | -0.8 | -6 | -7
COc1ccc(CN(C)C(=O)Cc2c[nH]c3ccccc23)c(OC)c1OC | -1.2 | -3 | -1.3 | -1 | 0.2 | -1.4 | 0.3 | 0.0 | -0.8 | -1 | -2
COc1ccc(/C=C/c2ccncc2)cc1OC | 1.0 | -17 | -1.2 | -3 | 6.2 | -1.4 | 0.1 | 0.4 | -2.2 | -52 | 0
Fc1ccc(CSc2nnc(Cc3sc(-c4ccccc4)nc3-c3ccccc3)o2)cc1 | -1.3 | 0 | -0.9 | 1 | 1.0 | -0.3 | -0.9 | -0.5 | 0.8 | 9 | 0
CC(=O)N(Cc1cccc(Br)c1)c1ccc(N2CCOCC2)c(Cl)c1 | -0.3 | 0 | -0.8 | -7 | 0.6 | -0.3 | 1.5 | -0.8 | -2.5 | -1 | -3
CC(=O)Nc1ccc(S(=O)(=O)N2CCC(C(=O)N[C@@H](C)C(=O)NC3CCCC3)CC2)cc1 | 0.2 | 6 | -1.2 | 1 | 0.5 | -0.5 | -0.6 | 0.2 | -2.3 | 5 | 3
O=C(NCc1cccnc1)C1CCN(S(=O)(=O)c2cccs2)CC1 | 0.6 | 1 | -0.5 | 7 | 1.3 | -0.4 | -0.7 | -0.7 | 0.6 | 2 | -1
C/C(=N/NC(=O)c1ccco1)c1cccc(NC(=O)c2ccc(C)s2)c1 | 2.2 | -1 | -0.3 | -2 | 3.0 | 5.0 | -3.0 | 2.2 | 12* | -8 | 6
COc1ccc(CNC(=O)C(=O)N2CCC3(CC2)OCCN3S(=O)(=O)c2ccc(C)cc2)cc1 | -0.7 | 1 | -1.0 | -1 | 0.6 | -1.3 | 0.4 | -1.8 | 0.3 | -8 | -1
CC1CCCCN1c1nnc(N)s1 (stereo not given) | 1.1 | 0 | -1.5 | -1 | 0.1 | -1.0 | -2.4 | 0.9 | -0.3 | 3 | 4
COc1ccc(NS(=O)(=O)c2cccc(C(=O)N(C)Cc3ccc(SC)cc3)c2)cc1 | -0.7 | -2 | -0.7 | -6 | 0.6 | -0.2 | -1.6 | -1.0 | -2.7 | 4 | 0
CC(C)c1ccccc1NC(=O)COC(=O)Cc1c[nH]c2ccccc12 | 0.3 | 2 | 1.3* | 1 | 0.8 | 7.9* | -0.3 | 0.7 | 2.5 | -2 | 0
COc1cc(C(=O)Nc2cc(C(F)(F)F)ccc2N2CCOCC2)ccc1OCC(=O)N1CCOCC1 | 0.4 | -2 | -1.5 | 2 | 0.6 | -0.1 | 1.9 | 0.3 | 0.7 | -6 | 4
Cn1c(SCC(=O)N2CC(=O)Nc3ccccc32)nnc1C(F)(F)F | 0.6 | -1 | -0.7 | 3 | -2.3 | -0.6 | 1.9 | 1.0 | 4.0 | -21 | 0
C=CCn1c(COc2cccc(C)c2)nnc1SCC(=O)NC(=O)NCc1ccco1 | -0.1 | -6 | -0.7 | 1 | 0.5 | 1.2 | -0.5 | -0.1 | -0.3 | 1 | -1
CNc1cc(CSc2ccc(Cl)cc2)nc(C)n1 | 3.2 | 2 | -0.8 | 1 | 6.3 | 2.2 | -0.3 | 2.4 | 7.5 | 9 | 1
Cc1cccc(C)c1NC(=O)c1c(C)nn(-c2ccccc2)c1Cl | -0.3 | -1 | -1.6 | 0 | -4.3 | -1.8 | -0.6 | -0.5 | 0.7 | 5 | -1
COc1ccc(/C=C/C(=O)OCC(=O)N(C)CC(=O)Nc2ccc(C)cc2)c(OC)c1 | -0.1 | -3 | -0.8 | 3 | 1.5 | 0.4 | -3.2 | 0.4 | 1.2 | -15 | 2
CN1C(=O)CC(N2CCC(c3nc4ccccc4[nH]3)CC2)C1=O (stereo not given) | -0.3 | -1 | -1.1 | -1 | 1.3 | -3.6 | 0.7 | 0.4 | 1.6 | -3 | -1
Cc1ccccc1NC(=O)C[C@H]1CC[C@H]2[C@@H](COc3ccc(NC(=O)Nc4ccccc4)cc3C(=O)N2C)O1 | . | -6 | -0.3 | 1 | . | 1.6 | . | 1.0 | -1.9 | 2 | -3
O=C(Nc1ccc(N2CCCC2)cc1)c1ccc(Br)cc1 | 2.1 | -7 | -0.5 | 3 | -1.3 | -0.2 | -0.4 | 0.0 | -3.5 | 25* | 2
N#C/C(=C\c1cc([N+](=O)[O-])c(N2CCCCC2)cc1N1CCCCC1)c1nn(-c2ccccc2)c(N)c1C#N | 0.2 | -2 | -1.1 | -1 | 1.5 | -1.1 | -2.2 | 0.1 | 2.6 | -2 | -1
O=c1nc(SCc2cccc(C(F)(F)F)c2)nc2ccccn12 | 0.9 | 1 | -1.8 | 3 | 3.3 | -2.1 | 1.5 | -0.2 | -1.9 | 2 | -3
COc1ccccc1NC(=O)Cn1nc(C)n2cccc2c1=O | 0.3 | 1 | -0.8 | 0 | 1.3 | -0.3 | -0.1 | -0.1 | -0.1 | -7 | -2
CN(C)c1ccc(C(=S)NC2CCCCC2)cc1 | 5.1* | 3 | -0.3 | 3 | 5.7 | 4.2 | 0.4 | 4.3* | 13* | 2 | 6
CCC(C)(C)NC(=S)Nc1ccccc1C | -0.2 | 1 | -1.2 | 3 | 1.2 | 0.0 | -1.4 | 0.4 | -1.9 | 1 | -3
COc1ccccc1C1CC(c2ccco2)=NN1c1ccccc1 (stereo not given) | 1.0 | -147 | -0.8 | 7 | 3.0 | -2.3 | 0.1 | 0.0 | 2.3 | -268 | -2
O=S(=O)(c1ccc(Oc2ncnc3scc(-c4ccccc4)c23)cc1)N1CCOCC1 | -0.9 | 0 | -1.7 | -4 | 1.2 | 1.1 | 1.0 | -1.6 | -4.8 | 3 | -2
CC(C)=CCn1c2ccc(NC(=O)Nc3cccnc3)cc2c(=O)n1C | . | -429 | -1.0 | -4 | 0.5 | -1.3 | -0.8 | 1.5 | -0.6 | i | 1
CCOC(=O)CCCNC(=O)COC(=O)[C@@H]1CCCN1S(=O)(=O)c1ccc(Cl)cc1 | 0.2 | 1 | -1.5 | -4 | 1.6 | -2.6 | 3.1 | -0.6 | -0.3 | -2 | -3
COc1ccc2nc(N/C(N)=N/C(=S)Nc3c(C)cccc3C)nc(C)c2c1 | -0.4 | -41 | -1.7 | 3 | 1.3 | -2.7 | 2.1 | 0.1 | 1.2 | -122 | 8
CC(NC(=O)C1CCN(S(=O)(=O)c2cccc3cccnc23)CC1)c1ccccc1 (stereo not given) | 0.8 | 2 | -1.0 | 1 | -0.3 | 0.4 | -1.4 | -1.8 | 2.7 | -3 | 0
COc1ccc(NC(=O)/C=C/c2ccc3c(c2)OCO3)cc1 | 1.5 | 2 | -0.8 | 3 | 1.8 | 0.1 | 0.7 | 1.9 | 4.0 | 4 | 5
CCCCCCCCNS(=O)(=O)CCNC1CCCCC1 | -0.1 | 1 | 0.1 | 0 | 0.1 | -0.2 | -2.2 | 0.5 | 0.3 | -10 | -3

Screens deposited in PubChem BioAssay by several laboratories.
